Screening results from PubChem.
EP2 antag – human EP2 receptor antagonists, primary screen, TR-FRET cAMP, C6 glioma cells; inhibition, % at 25 µM; C6 glioma cells expressing human EP2; cells stimulated with saturating PGE2; 0.52% of 260,000 active; Prostaglandin E2 receptor EP2 subtype (Homo sapiens), P43116;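 active means percent inhibition above 40 after rounding to a whole number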;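 further: rat C6 glioma host cells with rolipram phosphodiesterase inhibitor present; the protocol text gives 20 µM as final concentration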
Target sequence (P43116 whole entry, looked up): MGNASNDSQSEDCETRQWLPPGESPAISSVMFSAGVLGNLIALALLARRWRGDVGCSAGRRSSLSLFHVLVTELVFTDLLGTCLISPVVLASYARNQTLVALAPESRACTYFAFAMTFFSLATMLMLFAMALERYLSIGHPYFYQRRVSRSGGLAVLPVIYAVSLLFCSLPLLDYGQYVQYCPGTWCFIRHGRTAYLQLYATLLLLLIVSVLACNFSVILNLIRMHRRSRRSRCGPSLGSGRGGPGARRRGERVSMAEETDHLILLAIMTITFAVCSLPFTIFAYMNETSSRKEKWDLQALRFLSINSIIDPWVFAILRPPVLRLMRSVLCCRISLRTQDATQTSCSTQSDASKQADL
Rad51 HR inh – human RAD51 strand exchange inhibitors, primary screen, biochemical, fluorescence; AID 1385, 2008; 0.085% of 200,000 active; hRad51 DNA strand exchange, fluorescence dequenching; DNA repair protein RAD51 homolog 1 (Homo sapiens), Q06609; inhibition, % at 10 µM;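 active means inhibition above 40% at the single screening dose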;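 further: 0% = DMSO control wells and 100% = blanks with heterologous ssDNA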
Target sequence (Q06609 whole entry, looked up): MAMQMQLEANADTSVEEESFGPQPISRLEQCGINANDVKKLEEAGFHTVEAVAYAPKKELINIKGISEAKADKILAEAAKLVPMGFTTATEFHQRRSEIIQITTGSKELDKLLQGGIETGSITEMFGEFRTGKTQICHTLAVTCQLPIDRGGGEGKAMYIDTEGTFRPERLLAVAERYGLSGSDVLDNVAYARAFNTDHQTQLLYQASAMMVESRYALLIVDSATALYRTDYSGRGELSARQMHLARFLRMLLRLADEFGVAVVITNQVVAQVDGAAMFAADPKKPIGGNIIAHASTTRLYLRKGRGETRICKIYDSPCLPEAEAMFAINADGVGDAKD
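Test system – preformed human Rad51 ssDNA filaments · Reagent – Donor/quencher-labelled 47-bp dsDNA substrate · Incubation – 37 °C 15-min filament assembly, 30-min compound preincubation, 15-min exchange · Signal – FRET fluorescence dequenching, excitation 485 nm, emission 520 nm · Read-out – percent inhibition from fluorescence, normalised to plate control and blank means · Benchmarks – plate control and blank wells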
EP2 mod – EP2 receptor modulators, cAMP readout, primary screen, cell-based, HTRF cAMP, PGE2 stimulation. Prostaglandin E2 receptor EP2 subtype (Homo sapiens), P43116. EP2-expressing cells, cAMP HTRF FRET, PGE2 co-stimulation. induction, % at 25 µM. 0.83% of 260,000 active. AID 940, 2007;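 active means compounds whose cAMP rise, as percent of the full-agonist control response, exceeds 60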;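 further: rat C6 glioma line stably carrying human EP2 under a CMV promoter; the protocol text gives 20 µM as final concentration; 100% = response of wells given 1 µM PGE2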
Calpain2 inh – inhibitors of pig calpain II, primary screen, biochemical, fluorogenic peptide substrate, 1536-well; inhibition, % at 16 µM; 0.37% of 220,000 active; purified calpain II, 30 min;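 active means inhibition above about 50%, limit read from the data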
eIF4E 4G PPI – eIF4E–eIF4G protein interaction inhibitors, primary screen, biochemical, uHTS, TR-FRET, eIF4GI fragment; Eukaryotic translation initiation factor 4E (Mus musculus) + Eukaryotic translation …; TR-FRET eIF4E-eIF4GI(517-606) binding, 2 h; inhibition, % at 21.7 µM; 0.37% of 220,000 active; AID 782, 2007;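 active means inhibition above about 30%, limit read from the data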;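 further: 0% = full FRET control wells and 100% = background wells lacking eIF4GI fragment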
Tb hexokinase – Trypanosoma brucei hexokinase 1 inhibitors, primary screen, biochemical, G6PDH-coupled NADH absorbance, MLSCN library | hexokinase 1 [Trypanosoma brucei] | recombinant TbHK1, G6PDH-coupled NADH A340 | inhibition, % at 10 µM | 0.11% of 220,000 active | AID 1430, 2008;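 active means inhibition of 50% or more in the single-dose primary screen; inactive means inhibition below 50%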
14-3-3 Bad PPI – inhibitors of 14-3-3 zeta/Bad binding, primary screen, biochemical, TR-FRET, bovine 14-3-3 zeta. 14-3-3 protein zeta/delta (Bos taurus), P63103. TR-FRET 14-3-3zeta/Dy647-pBad peptide displacement, 1 h. inhibition, % at 21.7 µM. 0.71% of 220,000 active;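 active means inhibition above about 70%, limit read from the data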;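 further: 0% = full 14-3-3 plus peptide FRET controls and 100% = background without 14-3-3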
Target sequence (P63103 whole entry, looked up): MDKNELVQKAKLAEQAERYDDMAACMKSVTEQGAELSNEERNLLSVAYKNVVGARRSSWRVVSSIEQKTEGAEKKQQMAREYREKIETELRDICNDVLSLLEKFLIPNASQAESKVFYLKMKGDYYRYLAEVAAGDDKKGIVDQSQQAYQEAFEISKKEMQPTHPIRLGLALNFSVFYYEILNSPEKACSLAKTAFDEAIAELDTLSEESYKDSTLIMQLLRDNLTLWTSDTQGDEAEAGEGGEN
Hck-Nef inh – inhibitors of Nef-activated human Hck kinase, primary screen, biochemical, Z-Lyte FRET, 384-well, Hck-YEEI; AID 463187, 2010; inhibition, % at 20 µM; 0.68% of 220,000 active; Recombinant Hck-YEEI plus Nef, Z-Lyte FRET kinase assay;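 active means Hck-Nef kinase inhibition above about 50%, limit read from the data; inactive means inhibition below that limit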;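 further: 0% = DMSO with Hck plus Nef and 100% = Hck alone without Nef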
L929 necroptosis – inhibitors of zVAD-triggered necroptosis, primary screen, L929 cells | 0.38% of 220,000 active | viability rescue, % at 10 µM | L929 zVAD necroptosis rescue, ATP luminescence, 24 h; with zVAD 60 µM;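 active means activation, scaled between plate controls, above about 75%, limit read from the data; inactive means activation under that limit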;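 further: 0% = zVAD with DMSO and 100% = DMSO alone without zVAD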
Numbers without * were called inactive; / = no result given; & = joins results of further samples; [ ] = dose if it differs, or a comment.

SMILES	EP2 antag	Rad51 HR inh	EP2 mod	Calpain2 inh	eIF4E 4G PPI	Tb hexokinase	14-3-3 Bad PPI	Hck-Nef inh	L929 necroptosis
COc1cccc(-c2csc(NC3OC(=O)c4c3ccc(OC)c4OC)n2)c1 (stereo not given)	12.9	7.7	-3.5	11.1	-2.6	-8.3	-2.0	14.1	1.1
O=C(CCc1ccc(Oc2cc([N+](=O)[O-])cc([N+](=O)[O-])c2)cc1)Nc1cccc(Cl)c1	8.6	/	-48.2	12.1	-1.8	21.1	-10.2	4.4	1.4
Cc1ccc(SCCC(=O)NCC2CCCO2)cc1 (stereo not given)	9.1	4.2	0.2	-13.6	-3.9[fluorescence artefact?]	-0.2	-1.4[fluorescence artefact?]	7.3	-0.5
CN1C(=O)N(C)C2C1N(CN1CCCCC1)C(=O)N2CN1CCCCC1 (stereo not given)	6.9	11.2	4.6	-12.2	8.7[fluorescence artefact?]	5.5	-4.2	0.7	-0.2
COc1ccccc1N1CCN(C(=O)c2oc3ccc(F)cc3c2C)CC1	7.4	27.6	-72.5	25.4	-3.2[fluorescence artefact?]	-4.8	-4.7	-1.2	0.1
CCOC(=O)NC(=O)CSc1nc2ccc([N+](=O)[O-])cc2[nH]1	0.5	/	-41.7	30.8	0.9	-13.7	-7.1	10.4	0.4
CCc1c(C)n([O-])c2c([n+]1=O)CCCCC2	5.7	1.1	-5.2	-11.7	4.8[fluorescence artefact?]	2.5	-2.6	0.2	-0.3
COc1ccc(-n2nc([N+](=O)[O-])c(=NCCc3ccc(Cl)cc3)n2O)cc1	/	/	-31.3	22.1	1.9	-1.5	-2.9	-2.1	-0.2
CCC(CCC(=O)Nc1nncs1)C(=O)O (stereo not given)	14.6	0.5	8.1	-3.9	-9.1[fluorescence artefact?]	-0.2	-1.1	3.6	0.6
COCCCNc1nc2c([nH]1)c(=O)[nH]c(=O)n2C	11.8&9.5	5.3	22.2&-11.8	5.6	-2.3	9.9	0.2	0.1	-0.2
CCCN1C(=O)/C(=C\c2ccncc2)SC1=Nc1ccccc1	4.4	-1.9	55.5	-3.4	1.4	-21.2	6.9	0.4	-1.0
CC(C)CCN(N=O)[C@@H](Cc1ccccc1)CN(N=O)[C@@H](Cc1ccccc1)CN(C)N=O	13.9	3.3	18.6	34.2	0.0	0.0	-3.1	-8.0	-0.8
CCCNC(=O)CNC(=S)N(Cc1ccccc1F)C1CCCCC1	5.0	8.0	8.4	24.4	-1.1	0.6	-5.7	24.1	-0.5
CCN(CC)C1CCN(c2nc3nonc3nc2NCCOC)C1 (stereo not given)	8.9	-22.4	0.8	-19.4	1.7	-49.5	-5.7	6.4	0.0
CC(=O)N1c2c(cc(Br)cc2S(=O)(=O)N2CCN(c3ccccn3)CC2)CC1C (stereo not given)	13.4	-0.4	-42.0	-3.0	2.6	-16.8	87.8*	9.7	0.4
CCc1nnc(NC(=O)Cc2ccc(OCc3c(C)noc3C)cc2)s1	5.7	8.0	-0.7	-13.1	64.8*	-0.5	-6.3	1.1	3.5
COc1cccc(NC(=O)CNC(=O)c2ccc([N+](=O)[O-])cc2)c1	2.7	/	-6.8	-15.6	-6.3	-8.7	3.5	25.7	1.0
CCS(=O)(=O)N1CCN(C(=O)c2cc(OC)cc(OC)c2)CC1	4.7	2.0	7.0	-11.7	5.5[fluorescence artefact?]	1.7	-4.1	1.6	1.7
CN(Cc1ccco1)C(=O)Cn1nc(-c2ccc(Cl)cc2)ccc1=O	9.2	20.5	-14.3	-6.2	-0.2	-3.7	-9.5	5.9	-0.3
O=C(O)c1cc(S(=O)(=O)NCC2CCCO2)ccc1Cl (stereo not given)	4.2&6.4	-8.8	26.4&-22.7	-13.6	-7.0	-1.3	14.7	-2.0	0.3
CN1CCN(C2=NC(=O)/C(=C/c3cn[nH]c3-c3ccccc3)S2)CC1	12.3	18.9	-6.2	4.6	-2.4	-57.9	-1.1	36.2	64.3
CCN(CC)CCNCc1cc(Cl)c(OCC(=O)Nc2ccccc2)c(OC)c1	5.8	9.2	-41.2	-7.9	-2.7	-1.2	4.5	0.4	-0.1
Cc1c(Cl)cccc1NC(=O)CSc1nnc(C)n1-c1ccccc1	-3.3	0.5	8.8	-2.6	-2.6	4.2	5.2	-0.5	0.3
COc1ccc(C2=NOC(C(=O)NCc3ccco3)C2)cc1OC (stereo not given)	14.7	1.6	-19.6	8.4	0.9	0.7	13.1	-0.4	0.9
Cc1cc(C)cc(NC(=O)CCn2ccnc2C)c1	15.7	3.8	0.4	-22.8	-3.6	5.9	-3.5	-12.0	-0.7
CN(C)S(=O)(=O)c1cccc(COC(=O)C2=COCCO2)c1	11.4	-0.6	18.3	8.8	-5.3	1.2	-20.0[fluorescence artefact?]	1.8	-0.2
On1c(-c2ccccc2)nc2ccc(Cl)cc21	7.1	-29.1	-0.5	-70.3	1.2	-6.8	56.8	1.1	0.4
CC(C)CNC(=O)CSc1nc(-c2cccs2)cc(C(F)(F)F)n1	21.6	-0.1	-65.5	-7.6	-2.0	-16.1	-1.4[fluorescence artefact?]	7.3	0.4
CCC(=O)N(Cc1ccccc1)c1ccccn1	10.8	-6.3	16.0	-38.0	-2.9	-6.7	-8.3[fluorescence artefact?]	0.7	1.0
CN(C)/C=C/C(=O)/C=C/c1ccc(Cl)cc1Cl	3.8	15.7	-22.7	16.4	1.8	-19.7	1.3	27.8	0.2
CC(C)CNC(=O)c1noc2c1CCCC2	6.3	1.8	6.3	-17.0	-1.2	-4.6	2.1	-5.3	1.6
CSc1nc(N(C)NC(=O)c2ccccc2)c2ccccc2n1	15.7	5.5	-2.3	14.4	-1.6	-13.1	-13.2	0.1	-0.4
O=C(CCCN1C(=O)/C(=C/c2cccs2)SC1=S)Nc1cccc(C(=O)O)c1	16.5	-3.4	-124.3	12.2	-2.1	7.0	1.0	10.7	0.1
CN1C(=O)NC(c2ccccc2)C2=C1CN(c1cccc(C(F)(F)F)c1)C2=O (stereo not given)	4.9	-2.7	-0.2	-121.9	7.6	-3.9	-0.6	-0.3	-0.1
CC(=O)c1sc(NC(=O)C2COc3ccccc3O2)nc1C (stereo not given)	10.6	-2.7	51.4	9.5	-1.0	-29.9	13.3	17.9	0.9
CC(C)(C)C(=O)OC/C(N)=N/OC(=O)c1ccccc1	9.6	7.6	-21.6	-10.7	-0.6	-9.5	-5.0	14.3	0.5
NS(=O)(=O)c1ccc(NC(=O)CSc2nnc(COc3ccccc3Cl)n2C2CC2)cc1	17.7	5.0	-4.9	-54.1	-4.2	-2.7	-11.8	1.7	-0.2
C=CCNC(=O)c1cccc(NS(=O)(=O)c2ccc(Cl)cc2)c1	3.8	/	15.3	-14.8	1.3	-2.7	-2.2	-30.9	1.5
CCOc1cccc2c1OC1(C)CC2NC(=O)N1c1ccc(OC)cc1 (stereo not given)	14.3	7.4	4.0	18.6	-1.3	1.2	-2.0	-0.7	-0.6
CCOC(=O)c1ccc(N2C(=O)CC(NC3CCN(C(=O)c4ccc(F)cc4)CC3)C2=O)cc1 (stereo not given)	8.6	-7.1	26.5	-17.4	-9.7	-3.6	-1.7	4.2	0.2

Whole records, quoted from the list. Order of values: EP2 antag	Rad51 HR inh	EP2 mod	Calpain2 inh	eIF4E 4G PPI	Tb hexokinase	14-3-3 Bad PPI	Hck-Nef inh	L929 necroptosis
COc1ccc(C2=NOC(C(=O)NCc3ccco3)C2)cc1OC (stereo not given) across the screens: 14.7	1.6	-19.6	8.4	0.9	0.7	13.1	-0.4	0.9
NS(=O)(=O)c1ccc(NC(=O)CSc2nnc(COc3ccccc3Cl)n2C2CC2)cc1 across the screens: 17.7	5.0	-4.9	-54.1	-4.2	-2.7	-11.8	1.7	-0.2

More compounds follow:
SMILES	EP2 antag	Rad51 HR inh	EP2 mod	Calpain2 inh	eIF4E 4G PPI	Tb hexokinase	14-3-3 Bad PPI	Hck-Nef inh	L929 necroptosis
Cc1nc(NCC2CCCO2)[nH]c(=O)c1CCC(C)C (stereo not given)	0.3	-1.5	30.4	15.2	5.2	-0.2	6.5	-1.0	3.0
Cc1oc(-c2ccccc2F)nc1CN1CCC(C(=O)NCCC2=CCCCC2)CC1	12.4	-4.2	7.8	-6.3	-1.5	2.5	-2.8	0.0	0.7
COc1ccc(C(=O)N/N=C/c2sc(=O)n(Cc3cccc(C(=O)O)c3)c2Cl)cc1	7.9	/	20.6	-12.8	-0.4	-21.0	-1.4	19.1	-0.7
CCCCN(C(=O)CSc1nnc2ccccn12)c1c(N)n(Cc2ccccc2)c(=O)[nH]c1=O	7.2	-4.8	-2.6	-21.5	-2.8	9.2	-20.9	1.9	1.3
O=C(CSCc1cnn(-c2ccccc2)c1-n1cccc1)NCc1ccc2c(c1)OCO2	-3.2	-1.3	10.5	22.1	1.3	8.7	-2.1	-5.2	-0.1
Cc1cc(NC(=O)Nc2ccc(F)cc2F)n(C)n1	2.4	8.6	16.2	-40.3	2.6	0.3	-22.6	22.8	1.4
CN1C2=C(C#N)C(c3ccccc3)(C(F)(F)F)NC(=O)N2c2ccccc21 (stereo not given)	9.9	0.1	12.6	-6.8	1.7	-4.7	12.8	2.0	0.2
CN(C(=O)C1CCOC1)c1nnc(C2CCOC2)s1 (stereo not given)	12.0&8.7	6.7	-8.2&30.2	-7.7	7.7	7.6	37.8	-1.7	-0.2
O=c1ccn(Cc2ccc(F)cc2)c2ccnc(C(F)(F)F)c12	3.3	12.5	3.1	23.2	1.1	-14.0	12.7	-1.2	0.1
Cc1ccc(-n2nnc(-c3ccnc4ccccc34)n2)cc1	28.7	1.5	23.1	-1.7	4.2	-4.5	5.3	16.1	-1.1
CN1CCN(C(=O)C2CCCCC2C(=O)O)CC1 (stereo not given)	7.3	-4.0	6.0	3.5	0.2[fluorescence artefact?]	-3.1	2.4	15.9	0.8
CCOC(=O)C1(P(=O)(c2ccc(Cl)cc2)c2ccc(Cl)cc2)CCC1	10.8	5.2	41.4	12.8	-8.1	-1.9	-5.6	-19.3	0.0
O=C1C2CC=C(Cl)CC2C(=O)N1c1ncn[nH]1 (stereo not given)	7.8	-2.8	3.3	-17.1	3.1[fluorescence artefact?]	14.5	8.1	0.4	0.7
Cc1ccc(CC(=O)NCC(c2ccco2)N(C)C)cc1C (stereo not given)	3.0	2.4	9.4	-70.5	0.1	3.2	-10.4	23.1	0.8
O=C(c1cccc([N+](=O)[O-])c1)N1CCOCC1	17.9	/	15.3	-11.8	3.9	12.5	7.8[fluorescence artefact?]	0.6	-0.1
CN1C(=O)CC(N2CCN(Cc3ccc(Cl)cc3)CC2)C1=O (stereo not given)	3.0	-2.8	-3.9	21.9	-2.7	-6.1	-4.2	0.7	0.1

Only part of the results is shown; the hit share may differ from the screen's.
